# TWEAK Fn14 block: TWEAK-Fn14 signaling inhibition; TWEAK-stimulated Fn14 reporter cells, luciferase luminescence, 8 h; actives 2% (n = 360,000); AID 1159606; inhibition, % at 10 µM; in the data active = inhibition above about 50%
# TROY NFkB inh: blocks TROY-dependent signaling in reporter cells | actives 0.98% (n = 360,000) | Q293 LMP1-TROYcd NF-kB luciferase reporter, 4 h | inhibition, % at 10 µM;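 active = compounds whose plate-normalised and pattern-corrected inhibition of the luciferase reporter signal at the single screening dose is 50% or more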
# LRH-1 inv ag: suppresses constitutive activity of human LRH-1 | HEK293T StAR-luciferase reporter, LRH-1 transfected, 24 h | inhibition, % at 3.6 µM | actives 0.13% (n = 360,000);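 active = inhibition above the mean inhibition of all tested compounds plus 3 SD, cut at about 73% in these data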;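 also: 0% = DMSO wells and 100% = reporter-only cells lacking LRH-1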
# Target sequence (O00482 whole entry, looked up): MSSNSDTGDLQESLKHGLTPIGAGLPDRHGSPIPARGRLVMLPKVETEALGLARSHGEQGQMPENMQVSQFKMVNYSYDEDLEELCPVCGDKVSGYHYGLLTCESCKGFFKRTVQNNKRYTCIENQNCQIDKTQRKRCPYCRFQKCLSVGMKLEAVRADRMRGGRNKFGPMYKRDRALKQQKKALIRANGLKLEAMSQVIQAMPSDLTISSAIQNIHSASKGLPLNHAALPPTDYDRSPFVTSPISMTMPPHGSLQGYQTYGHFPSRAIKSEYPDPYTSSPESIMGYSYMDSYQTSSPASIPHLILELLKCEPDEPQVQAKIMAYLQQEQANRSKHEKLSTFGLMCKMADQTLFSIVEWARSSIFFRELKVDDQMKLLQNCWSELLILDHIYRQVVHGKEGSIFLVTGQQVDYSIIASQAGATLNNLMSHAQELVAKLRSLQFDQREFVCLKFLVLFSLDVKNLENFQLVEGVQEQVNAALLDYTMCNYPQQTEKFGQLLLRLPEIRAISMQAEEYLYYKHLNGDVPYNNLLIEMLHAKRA
# TRAIL sens C8: caspase-8 TRAIL sensitization. NB7+C8 cells + TRAIL, ATPlite viability luminescence. inhibition (viability loss, TRAIL sensitization), % at 10 µM. actives 1% (n = 360,000). AID 624354;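 active = compounds causing at least 50% loss of cell viability in the single-dose screen, relative to plate controls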
# TLR9-MyD88 inh: TLR9-MyD88 interaction inhibition; actives 0.21% (n = 340,000); inhibition, % at 4.98 µM; CHO BLA complementation TLR9-MyD88, CCF4 FRET ratio; AID 504734;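 active = inhibition above the mean over all tested compounds plus 3 SD, cut at about 21% in these data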;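 also: 0% = DMSO only wells and 100% = clavulanate BLA inhibitor control wells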
# NOD2-RIPK2 inh: inhibitors of human NOD2-RIPK2 interaction | inhibition, % at 4.98 µM | actives 0.38% (n = 360,000) | CHO BLA complementation NOD2-RIPK2, CCF4 ratio | O43353; in the data active = inhibition above about 21%;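 also: 0% = vehicle only and 100% = reference blocker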
# SRC1 inh: human NCOA1 inhibition; Q15788; AID 588354; inhibition, % at 3.6 µM; HEK293 GAL4-SRC1 luciferase reporter, luminescence; actives 0.12% (n = 360,000);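 active = inhibition above the campaign mean plus 3 SD, with each screening campaign given its own cutoff, cut at about 60% in these data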;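 also: 0% = DMSO treated cells and 100% = gossypol at 36 µM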
# COUP-TFII inh: blocks human COUP-TFII nuclear receptor | P24468 | HEK293T NGFI-A luciferase reporter, luminescence | inhibition, % at 8.6 µM | actives 0.7% (n = 370,000) | AID 686940;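 active = inhibition above a per-plate cutoff, mean inhibition of test wells between control levels plus 3 SD, cut at about 38% in these data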;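 also: cells cotransfected with COUP-TFII expression vector driving the NGFI-A reporter; 0% = median of COUP-TF2 test wells and 100% = reporter-only cells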
# Target sequence (P24468 whole entry, looked up): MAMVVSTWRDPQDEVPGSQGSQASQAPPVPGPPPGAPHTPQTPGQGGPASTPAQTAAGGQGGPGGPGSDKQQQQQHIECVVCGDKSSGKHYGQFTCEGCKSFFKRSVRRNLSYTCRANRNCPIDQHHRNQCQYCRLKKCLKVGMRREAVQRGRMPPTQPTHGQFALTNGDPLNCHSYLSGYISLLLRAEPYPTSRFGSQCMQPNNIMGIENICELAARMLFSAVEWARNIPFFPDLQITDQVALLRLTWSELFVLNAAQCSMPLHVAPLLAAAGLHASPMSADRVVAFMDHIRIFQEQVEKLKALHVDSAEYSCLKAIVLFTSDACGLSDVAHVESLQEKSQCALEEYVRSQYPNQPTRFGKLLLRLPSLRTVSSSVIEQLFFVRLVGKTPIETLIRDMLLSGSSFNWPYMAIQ
# EBV LMP1 NFkB: reduces LMP1-driven NF-kappaB luciferase signal. LMP1-induced NF-kappaB luciferase reporter cells, luminescence. inhibition, % at 12.5 µM. actives 0.69% (n = 350,000); in the data active = inhibition above about 41%;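 also: 0% = neutral control wells and 100% = reference inhibitor control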
# NCOA2 inhibitor: inhibits human steroid receptor coactivator 2. actives 0.17% (n = 370,000). inhibition, % at 9 µM. HEK293 GAL4-SRC2 luciferase reporter, luminescence. Q15596;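 active = inhibition above the mean inhibition of all tested compounds plus 3 SD, set per campaign, cut at about 52% in these data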;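 also: 0% = DMSO treated cells and 100% = cells given Gossypol at 36 µM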
# SRC3 inh: inhibitors of human steroid receptor coactivator 3 (SRC3); HEK293 GAL4-SRC3 luciferase reporter, luminescence; inhibition, % at 3.6 µM; actives 0.17% (n = 360,000); Q9Y6Q9;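 active = inhibition above a per-campaign cutoff, the mean of all compounds plus 3 SD, cut at about 60% in these data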;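 also: 0% = DMSO-treated cells and 100% = gossypol-treated cells at 36 µM; higher means less SRC3-driven luciferase light from the GAL4 reporter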
# * marks the source's active call; other numbers are inactive results; x = no result given; & = joins results of further samples. Not all compounds are listed. The share of hits here may be higher or lower than overall.
Structure	TLR9-MyD88 inh	TROY NFkB inh	NOD2-RIPK2 inh	SRC1 inh	TWEAK Fn14 block	EBV LMP1 NFkB	TRAIL sens C8	COUP-TFII inh	SRC3 inh	NCOA2 inhibitor	LRH-1 inv ag
COCCN1CCn2c(nc3cc(NC(=O)c4ccc(OC)cc4)ccc32)C1	-3	-19	4	-16	-3	10	2	4	-2	-7	-15
CC(C)C[C@H](NC(=O)C1CC(=O)N(c2ccc3c(c2)OCCO3)C1)C(=O)N1CCCCC1 (some centres not stated)	-20	24	-10	-5	13	-4	11	14	-3	-19	-9
CC(C)C[C@H](NC(=O)N1CCn2c1nc1ccccc12)C(=O)NC1CC1	-11	5	9	-26	7	-4	2	4	-38	-20	-6
CN(C)/C=C(\C#N)S(=O)(=O)c1ccccc1	-7	1	4	7	7	-2	1	-5	3	-16	0
O=C(NCCc1cccs1)C12CN(Cc3ccccc3)CC1C(c1cccc([N+](=O)[O-])c1)=NO2 (configuration not stated)	-11	23	3	-3	11	3	16	13	-9	13	4
c1ccc(CCn2nnnc2CN2CCN(C3CCCC3)CC2)cc1	-2	-5	-13	-24	-24	9	-2	-16	-2	0	0
CC1CCCCN1C(=O)CSc1nnc(-c2ccc(Cl)s2)o1 (configuration not stated)	-4	-78	0	-62	-25	-19	12	-4	-36	-31	-84
CCCCNC(=O)c1ccccc1C(=O)NC1(C(=O)NCCCC)CCCC1	-4	6	-20	1	-30	1	13	2	-22	4	-28
Cc1nc2cc(C(=O)NCCN3CCOCC3)ccc2n1-c1ccc(F)cc1F	-11	10	3	-13	-16	3	7	13	11	-36	-9
O=C(c1ncn(Cc2ccccc2)c1C(=O)N1CCN(c2ccccc2)CC1)N1CCN(c2ccccc2)CC1	3	5	9	7	-1	-9	5	2	6	5	12
CC[C@@H]1C(c2cccc(Cl)c2)=NN(c2ccc(Br)cc2)[C@H]1C(=O)N1CCOC1=O	-38	-13	-8	-9	36	-19	10	x	-13	x	-17
Cc1csc(SCc2c(C(=O)O)oc3ccccc23)n1	1	2	2	-18	2	1	19	-5	-7	17	1
Cc1ccc(C(=O)N/C(=C\c2ccc(-c3ccc(Br)cc3)o2)C(=O)NCCCN(C)C)cc1	3	-24	5	-8	-279	2	2	0	15	24	-15
O=C(NC(=S)Nc1ccc(S(=O)(=O)N2CCCC2)cc1)c1cccs1	5	1	-7	10	19	-5	3	12	5	-11	-10
CCC(=O)OCC(=O)Nc1ccc(OC)cc1[N+](=O)[O-]	2	-20	5	3	12	6	0	4	-27	-25	0
CCC(C)(C)NC(=O)c1cc([N+](=O)[O-])ccc1N1CCCCC1	3	-4	-2	-6	0	5	4	3	15	1	1
O=C(CCN1C(=O)/C(=C/c2ccc3c(c2)OCO3)SC1=S)NNC(=O)c1cccnc1	9	-13	0	-2	-5	-3	1	9	-7	-3	11
C=C(C)C1CC=C(C)/C(=N/NC(=O)COc2cccc3ccccc23)C1 (configuration not stated)	10	4	0	-12	22	-13	0	10	4	-11	6
O=C(NC(=S)NCCN1CCOCC1)c1ccc(Cl)cc1Cl	8	-2	3	-4	-17	-6	2	-3	-8	-19	8
CS(=O)(=O)c1ccc(Cl)c(NC(=O)COC(=O)Cc2c[nH]c3ccccc23)c1	1	14	-12	4	8	-1	20	-11	-22	-6	7
COc1cccc(-c2noc(C3CCCN(C(=O)c4cccc(F)c4)C3)n2)c1 (configuration not stated)	9	-41	-8	-8	-25	-2	1	-13	-9	4	-20
COc1cc(C(c2sc3nc(C)nn3c2O)N2CCC3(CC2)OCCO3)cc(OC)c1OC (configuration not stated)	-10	-10	-7	-14	-4	2	2	4	-5	-8	13
COc1ccc(CC(=O)N/N=C/C=C/c2ccc3c(c2)OCO3)cc1OC	x	-7	-4	-13	23	x	15	9	3	-10	-10
CCOC(=O)c1ccc(Nc2ncnc3ccccc23)cc1	-3	2	-13	17	8	2	8	8	13	-22	-14
COc1ccccc1CNC(=O)c1ccccc1N(C)S(C)(=O)=O	1	6	-10	1	11	-2	9	-10	5	-26	1
COc1ccc(-c2ccc(C(=O)Nc3cccc(C(C)=O)c3)c3occc23)c(C)c1	x	17	4	3	48	x	25	34	-42	4	3
O=C(N/N=C/c1cccc([N+](=O)[O-])c1O)c1cccs1	-9	-44	-6	-20	45	2	42	-12	-2	-44	-41
CCOC(=O)Cn1nc(C)n(-c2ccc(C(C)(C)C)cc2)c1=O	-4	2	3	0	3	-7	-3	7	5	1	-17
COc1ccccc1C(=O)NC(=S)Nc1ccc(N2CCOCC2)cc1	-9	30	-11	-11	-34	2	2	-6	-17	-27	-41
CC(C)C(=O)C1=Cc2cccc([N+](=O)[O-])c2OC1N1CCOCC1 (configuration not stated)	-10	-4	-5	-44	16	4	10	1	21	-19	6
CCOC(=O)c1cccc(C2=CC(=O)C[C@H](c3ccc(OC)c(OC)c3)C2)c1	2	25	-8	-8	13	12	14	5	13	1	-5
Cc1cc(C(C)(C)C)cc(C)c1COC(=O)C1CCC(=O)N1 (configuration not stated)	-4	8	3	3	-2	1	2	7	1	12	-11
CN(/C(=N/S(=O)(=O)c1ccccc1)c1ccccc1)S(=O)(=O)c1ccccc1	1	-2	-18	-18	-6	0	2	-7	7	2	-20
Cc1ccc(-c2noc(CSc3nnc(Cc4ccccc4)n3-c3ccc(Cl)cc3)n2)cc1	0	30	-21	2	8	3	7	8	10	5	-8
COc1ccc(-n2c(SCc3ccc([N+](=O)[O-])cc3)nnc2-c2ccc(C)cc2)cc1	-5	-12	-7	-9	-11	-5	-6	2	12	14	-11
N#CC1=C(N)OC2=C(C(=O)CC(c3ccccc3)C2)C1c1ccoc1 (configuration not stated)	4	12	-13	11	18	-1	2	-2	8	-2	10
C=CCn1c(-c2cc(OC)cc(OC)c2)n[nH]c1=S	-5	6	-5	1	8	5	-2	11	7	-20	2
CCC(C)N1CCCC1C(=O)Nc1c(C)cc(C)cc1C (configuration not stated)	-6	4	-9	9	21	-7	2	12	9	2	1
C/C=C/C(=O)N[C@@H]1c2ccccc2CC[C@@H]1OCc1ccccc1	-6	3	-5	10	-5	-1	-13	-6	1	7	-6
CSCCC(NC(=O)c1ccccc1Br)C(=O)NNC(=O)c1ccco1 (configuration not stated)	2	-7	-21	-1	-1	3	-9	-28	10	-12	3
Cc1ccccc1NC(=O)c1cccc(NC(=O)c2c(C(=O)O)cccc2[N+](=O)[O-])c1	-7	-4	-6	-5	-13	8	4	7	12	-12	15
Cc1ccc(C(=O)NCCCN2CCOCC2)cc1	17	-12	5	-27	-29	-7	-14	-5	-6	-4	-24
NC1=NC[C@H](Cc2ccc(O)cc2)N1CCc1cc(C(F)(F)F)cc(C(F)(F)F)c1	-2	-17	1	-8	-1	-6	1	11	-11	8	22
CCCCCCN1CC(=O)N2Cc3[nH]c4ccccc4c3C[C@H]2C1=O	-7	-6	-1	10	-7	-4	4	-12	-9	6	-31
COc1ccc(CNC(=O)C2CCN(c3nc(-c4ccccc4)nc4c3CCC4)CC2)cc1	-8	5	-9	19	-14	16	12	11	10	2	-5
Cc1ccc2c(c1)C=CC(C#N)N2C(=O)Oc1ccccc1 (configuration not stated)	1	-2	-10	-13	14	-13	-1	0	-35	11	-32
Cc1ccc(-n2ncc3c2CC(C)(C)CC3NC(=O)CCN2CCCCC2=O)cc1 (configuration not stated)	-15	3	-5	5	6	-10	-9	-9	13	-24	-8
Cc1cccc(NC(=O)c2ccc(CN3CCc4ccccc4C3)cc2)c1C	6	25	-12	20	17	10	2	15	12	-6	10
COc1ccc(C2C(C(=O)Nc3ccc(F)cc3)=C(C)Nc3nc(CCCO)nn32)cc1 (configuration not stated)	-5	-4	-8	9	4	2	2	-2	10	-30	-23
COc1cc(/C=C/C(=O)c2ccc([N+](=O)[O-])o2)ccc1O	-6	52*	-3	2	97*	-21	3	-16	19	-5	16
N#Cc1c(SCC(=O)Nc2ccccc2C(F)(F)F)sc2c(O)cc(=O)[nH]c12	1	-6	8	3	-2	-1	0	12	-13	-26	-14
COC(=O)c1ccc(NC(=S)NC2CC(C)(C)NC(C)(C)C2)cc1	11	-18	2	-9	-19	0	-11	0	18	1	-17
COc1ccc(CN(C2CC2)S(=O)(=O)c2ccccc2Br)cc1	-2	27	-11	20	24	-4	13	14	7	7	14
C=CCn1c(COc2ccc(Cl)cc2)nnc1SCC(=O)Nc1ccc(S(N)(=O)=O)cc1	0	-8	-2	-13	-4	-5	-2	3	9	1	4
CCCCOC(=O)c1ccc(NC(C)=O)cc1	-3	-22	5	-27	-5	-14	4	-22	-2	-1	-31
CCCCC(NC(=O)Cc1c(C)c2cc3c4c(oc3c(C)c2oc1=O)CCCC4)C(=O)O (configuration not stated)	0	17	-7	3	-2	-3	-18	11	9	5	2
COC(=O)c1nc(-c2ccc(C)cc2)oc1N(C)C	3	-12	-11	2	15	-4	6	-5	2	0	17
O=C(Nc1ccccc1)c1ccc(COc2ccccc2)cc1	-3	-59	-14	-44	-26	-16	-5	-25	-49	-42	-20
CC1=CC(C)(C)NC(=S)N1c1ccccc1C	2&1	3&18	-9&6	1&-4	14&8	4&-8	13&1	2&10	-5&13	-19&8	8&10
Cn1c(=O)c2cc(NC(=O)Cc3ccccc3F)ccc2n1-c1ccc(C(C)(C)C)cc1	x	0	3	5	0	x	17	4	-7	10	6

# More compounds
Structure	TLR9-MyD88 inh	TROY NFkB inh	NOD2-RIPK2 inh	SRC1 inh	TWEAK Fn14 block	EBV LMP1 NFkB	TRAIL sens C8	COUP-TFII inh	SRC3 inh	NCOA2 inhibitor	LRH-1 inv ag
CCCCn1c(N)c(N(CCOC)C(=O)COC(=O)CCOc2ccccc2C)c(=O)[nH]c1=O	6	3	1	-9	-8	-4	-16	-8	3	-4	-29
Cc1c([N+](=O)[O-])cc(C(=O)Nc2ccc3ncccc3c2)cc1[N+](=O)[O-]	-7	-12	-2	4	-9	9	-14	-35	-17	9	18
Cc1cc(SCc2cc(=O)n3ccsc3n2)nc2ccccc12	1	-6	6	-12	-31	16	-1	3	-23	-45	14
COc1ccc(NC(=O)N2CCN(S(C)(=O)=O)CC2)c(OC)c1	-6	-12	-7	10	-19	0	-4	5	11	-14	-13
CCOC(=O)C1CCN(C(=O)c2oc3ccc(S(=O)(=O)N4CC(C)CC(C)C4)cc3c2C)CC1 (configuration not stated)	0	17	-8	-9	8	22	17	22	2	25	-11
CC(=O)OCC(COC(C)=O)OC(C)=O	-7	-11	-6	-22	-20	-3	1	8	-1	-21	-9

# Grouped by structure: the compounds so far containing a CF3 group (two)
Structure	TLR9-MyD88 inh	TROY NFkB inh	NOD2-RIPK2 inh	SRC1 inh	TWEAK Fn14 block	EBV LMP1 NFkB	TRAIL sens C8	COUP-TFII inh	SRC3 inh	NCOA2 inhibitor	LRH-1 inv ag
NC1=NC[C@H](Cc2ccc(O)cc2)N1CCc1cc(C(F)(F)F)cc(C(F)(F)F)c1	-2	-17	1	-8	-1	-6	1	11	-11	8	22
N#Cc1c(SCC(=O)Nc2ccccc2C(F)(F)F)sc2c(O)cc(=O)[nH]c12	1	-6	8	3	-2	-1	0	12	-13	-26	-14
